# PGC1a acetyl inh = modulators of PGC1a acetylation; U2OS PGC1a acetylation, AlphaScreen anti-acetyl-lysine; with virally co-expressed GCN5 acetyltransferase; inhibition, % at 15.6 µM; actives 0.17% (n = 350,000); AID 651687;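 active = every replicate shows inhibition of at least 40%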;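 note: 0% = neutral control wells and 100% = positive control wells; some results beyond the cut were filed as inactive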
# PglD DTNB = inhibitors of Campylobacter jejuni PglD acetyltransferase; purified PglD enzyme, DTNB colorimetric CoA detection; AID 602405; inhibition, % at 12.5 µM; actives 0.098% (n = 360,000); in the data active = inhibition above about 16%, passing the limit was not always enough; note: strong numbers were not always called active
# EWS-Fli inh = blocks EWS/Fli oncoprotein-driven transcription. A673 NR0B1-luciferase reporter, viability-normalised. inhibition, % at 12.6 µM. actives 0.67% (n = 350,000). AID 651661;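 active = mean inhibition of at least 50% after viability correction, with every replicate also passing that limit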;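 note: firefly luciferase signal divided by Alamar Blue viability fluorescence both relative to DMSO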
# ERAP1 HTS inh = ERAP1 (human) enzyme inhibition. recombinant ERAP1, Leu-AMC fluorescence, 60 min. AID 652197. actives 0.15% (n = 340,000). inhibition, % at 10.7 µM;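 active = mean replicate inhibition of at least 30%, or all replicates individually reaching that 30% level; inactive = mean below 30% and not every replicate reaching it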;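 note: 0% = neutral control wells and 100% = L-leucinethiol positive control wells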
# Target sequence (Q9NZ08 whole entry, looked up): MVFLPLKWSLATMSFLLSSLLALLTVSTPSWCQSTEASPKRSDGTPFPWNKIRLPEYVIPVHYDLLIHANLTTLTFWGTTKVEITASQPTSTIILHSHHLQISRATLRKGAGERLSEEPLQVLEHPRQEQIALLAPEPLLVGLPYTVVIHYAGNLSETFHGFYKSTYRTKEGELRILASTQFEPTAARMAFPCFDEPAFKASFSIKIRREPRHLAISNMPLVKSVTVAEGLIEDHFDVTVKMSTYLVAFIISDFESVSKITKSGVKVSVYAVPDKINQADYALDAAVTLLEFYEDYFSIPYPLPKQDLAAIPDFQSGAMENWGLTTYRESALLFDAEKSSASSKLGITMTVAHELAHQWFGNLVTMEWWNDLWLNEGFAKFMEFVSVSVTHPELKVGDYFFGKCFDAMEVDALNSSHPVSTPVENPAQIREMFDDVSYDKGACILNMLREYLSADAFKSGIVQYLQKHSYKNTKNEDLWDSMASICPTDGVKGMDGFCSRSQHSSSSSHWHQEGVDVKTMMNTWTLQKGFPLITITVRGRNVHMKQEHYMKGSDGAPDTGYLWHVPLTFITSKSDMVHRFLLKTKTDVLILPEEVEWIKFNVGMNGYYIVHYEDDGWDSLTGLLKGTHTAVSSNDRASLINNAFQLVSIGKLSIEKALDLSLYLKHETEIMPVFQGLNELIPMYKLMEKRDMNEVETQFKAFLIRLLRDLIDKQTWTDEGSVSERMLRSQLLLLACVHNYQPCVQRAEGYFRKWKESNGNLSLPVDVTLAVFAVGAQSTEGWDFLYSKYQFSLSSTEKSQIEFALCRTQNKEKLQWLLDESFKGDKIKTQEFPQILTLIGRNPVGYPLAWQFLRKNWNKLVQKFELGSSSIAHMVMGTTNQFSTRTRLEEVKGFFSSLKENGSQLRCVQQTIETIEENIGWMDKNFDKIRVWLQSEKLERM
# PAX8 reporter = lowers PAX8-driven luciferase in RMG-I cells; RMG-I TPO-luciferase reporter, SteadyGlo, 24 h; inhibition, % at 12.6 µM; actives 1.2% (n = 360,000); AID 652154;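 active = mean replicate inhibition at least 60% with every replicate also reaching 60%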;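 note: luciferase light reporting Pax8 driven TPO promoter activity; plate controls were median of neutral control wells for no effect and mitoxantrone controls for full effect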
# LGR2 antag = Drosophila LGR2 receptor signaling inhibition | HEK293 LGR2, CRE-luciferase, bursicon-stimulated, 4 h | actives 0.35% (n = 380,000) | inhibition, % at 9.99 µM;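 active = drop in luminescence signal, shown as inhibition above about 50% in the replicate tests, limit read from the data, passing the limit was not always enough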;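 note: agonist challenge used bursicon conditioned medium at about half maximal strength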
# S100A4 inh HTS = inhibitors of human S100A4 binding to myosin IIA peptide | P26447 | S100A4/TAMRA-MyoIIA peptide fluorescence polarization | inhibition, % at 10.7 µM | actives 0.14% (n = 360,000);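 active = mean inhibition of at least 70% across replicates, with every replicate also reaching that level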
# Target sequence (P26447 whole entry, looked up): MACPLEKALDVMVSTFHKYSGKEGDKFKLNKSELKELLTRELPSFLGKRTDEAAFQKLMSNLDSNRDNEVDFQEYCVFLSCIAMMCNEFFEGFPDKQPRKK
#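 Material: S100A4 monomer (human). Medium: Calcium-containing HEPES buffer, pH 7.2. Probe or stimulus: labelled myosin peptide probe, 5 nM. Compound dosing: one concentration per compound. Timing: polarization read 5 min after assay mix addition, stable 5–60 min. Benchmarks: DMSO as neutral control, TFP as positive control.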
# FN deposition inh = fibronectin deposition inhibition. AH1F fibroblasts, Alexa488-fibronectin deposition fluorescence, overnight. inhibition, % at 12.6 µM. actives 0.086% (n = 350,000). AID 743247;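 active = mean inhibition across replicates of 30% or more, regardless of how many single replicates reach that level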;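 note: positive control wells lacked labelled fibronectin entirely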
#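 Material: AH1F fibroblasts assembling fluorescent fibronectin matrix; amount: 10000 AH1F cells/well; medium: DMEM, 2% serum; reagent: Alexa488-fibronectin, 24 nM final in well; dosing: single compound dose, delivered by pin transfer; incubation: 1 h adhesion, overnight exposure; detection: fluorescence after three HBSS washes, excitation 485 nm, emission 525 nm; measure: fibronectin deposition inhibition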
# Starred values were filed as active, the others as inactive; . = not tested or not shown.
SMILES	PGC1a acetyl inh	PglD DTNB	EWS-Fli inh	ERAP1 HTS inh	PAX8 reporter	LGR2 antag	S100A4 inh HTS	FN deposition inh
O=C(Nc1ccc(F)cc1)Nc1ccc(Oc2ncnc3cc(Cl)ccc23)nc1	0	7	-8	.	-2	-3	-10	-3
Cc1ccc(S(=O)(=O)NC(=O)Nc2ccc(C)cn2)cc1	.	0	-11	0	0	-22	-8	2
CCN(CC)S(=O)(=O)c1ccc(NN)nc1	.	.	1	4	-14	11	-3	-2
COc1ccc(CCNC(=O)C2CCN(C(=O)c3ccc(Br)cc3)CC2)cc1OC	.	1	1	-4	6	14	-1	1
CC(C)(C)NC(=O)C(c1ccc(F)cc1)N(Cc1ccco1)C(=O)CCC(=O)Nc1nccs1 (centres undefined)	-4	3	8	-4	15	6	-5	8
CCCNC(=O)N1CC2(CN(C(=O)Cc3cccnc3)C2)c2c([nH]c3cc(OC)ccc23)[C@H]1CO	-5	.	9	0	-12	-10	-1	.
C[C@@H]1CN([C@@H](C)CO)C(=O)c2cc(-c3ccccc3)cnc2O[C@@H]1CN(C)C(=O)Nc1ccc2c(c1)OCO2	6	1	-3	-1	17	20	4	.
Cc1cccc(C)c1NC(=S)N1CCOCC1	.	.	-1	9	10	5	13	0
O=CN1CCN(C(=S)Nc2ccc(OC(F)F)cc2)CC1	-4	-1	0	.	22	7	-8	2
CCOC(=O)c1nnn(-c2nonc2N)c1CSc1nnc(N)s1	2	.	1	1	-8	4	0	7
COC(=O)C[C@@H]1CC[C@H]2[C@H](COc3ccc(NC(=O)Cc4cccs4)cc3C(=O)N2C)O1	.	.	9	.	-7	-5	.	-2
CCCNC(=O)C[C@@H]1CC[C@H]2[C@H](COc3ccc(NC(=O)NCC)cc3C(=O)N2C)O1	6	-1	-1	1	1	7	0	4
COc1ccc(-c2cnc(N)nc2-c2ccc(OCc3ccccc3)cc2O)cc1	-3	0	9	-2	7	-6	-18	-8
O=S(=O)(c1ccc(SCCOc2ccc(F)cc2)nc1)N1CCCC1	14	-3	13	0	18	.	2	-2
COc1ccc(C(=O)OCC(=O)Nc2cc(C)on2)cc1S(=O)(=O)N1CCOCC1	-14	-2	.	.	10	.	.	13
CCc1noc(C)c1C(=O)N1CC(C)SC1=Nc1ccc(Cl)cc1 (centres undefined)	-15	3	-1	-3	9	-5	11	0
CC(C)(C)OC(=O)NCCCC[C@H](NC(=O)c1nc[nH]c1C(=O)NCc1ccccc1)C(=O)OC(C)(C)C	.	3	7	-2	14	.	1	1
Cc1cccc(OCCCCCN2CCOCC2)c1	-5	0	12	-3	-5	2	1	-17
CCOC(=O)N1CCC(NC(=O)c2cc3c(-c4ccccc4F)nn(C)c3s2)CC1	2	3	-8	-3	-6	10	2	0
CCC(=O)Nc1ccc2c(c1)OC[C@@H](C)N(Cc1cccnc1)C[C@@H](C)[C@H](OC)CN(C)C2=O	-3	-1	3	-5	-1	9	0	-1
Cc1ccc(NC(=O)CCC(=O)NNC(=O)Nc2cccc(Cl)c2)c(C)c1	-8	5	5	4	22	13	-1	3
Cc1cc(C)n2nc(C(=O)N3CCCC(Nc4ccc(C(C)C)cc4)C3)cc2n1 (centres undefined)	1	2	-11	1	-9	3	-5	-1
CN(C(=O)COc1ccccc1C(=O)NCCOc1ccccc1)c1ccccc1	.	.	.	2	74*	88*	2	3
O=C(C#Cc1ccccc1)c1ccco1	.	2	64*	-1	124*	50*	4	-10
COc1ccc(CN(C)C[C@H]2Oc3ccc(NS(=O)(=O)c4ccc(Cl)cc4)cc3C(=O)N([C@@H](C)CO)C[C@H]2C)cc1	-6	-1	14	-1	-1	-8	1	-9
C[C@H]1CN([C@@H](C)CO)C(=O)c2cc(Br)cnc2O[C@H]1CN(C)Cc1ccccc1	-12	-3	1	-2	.	-7	-1	.
COC(=O)c1cn(NC(=O)Cc2ccccc2OC)c(=O)c2ccccc12	1	-1	3	0	12	-20	-4	-4
COc1ccc(-c2ccccc2[C@H]2[C@@H](CO)N(C(=O)C3CCOCC3)[C@H]2C#N)cc1	-9	.	10	2	33	4	6	-7
CCOC(=O)[C@@H]1[C@H]2COc3cc(OC)ccc3[C@@H]2N2C(=O)N(c3ccc(F)cc3)C(=O)[C@@]12C	-16	-1	5	.	-8	12	.	2
CCN(CC)CCn1c2c(c(SCC(=O)Nc3cc(C)on3)nc1=O)CCCC2	-2	-5	19	-3	9	-6	1	-7
CC(O)CNc1nc(Cl)c(C#N)s1 (centres undefined)	7	.	-4	-1	-6	4	-4	7
COCCCC1CCN(C(=O)CCc2nnc(CCCCc3ccccc3)o2)CC1	.	-7	0	-1	37	3	0	-1
COc1ccc(-n2nc3c(c2NC(=O)C(C)Oc2ccccc2)CS(=O)(=O)C3)cc1 (centres undefined)	.	2	1	0	-10	5	2	2
O=C(NNc1ccccc1C(F)(F)F)c1sccc1Br	5	-5	8	.	10	14	37	-8
O=C1NN=C2CCCCCCCCCCC12 (centres undefined)	2	.	2	1	-1	0	6	.
C[C@@H]1CN([C@@H](C)CO)S(=O)(=O)c2ccc(C3=CCCCC3)cc2O[C@@H]1CN(C)C(=O)Cc1ccncc1	-9	-16	14	1	14	2	-16	-20
CN(C)Cc1cn(CC[C@@H]2CC[C@@H](NS(=O)(=O)c3ccccc3)[C@H](CO)O2)nn1	-15	63	-2	1	.	-2	-3	.
CCCCC(=O)Nc1ccccc1CC	-5	.	7	-3	3	8	-4	10
CCc1cccc(CC)c1NC(=O)C1SC(=Nc2ccccc2C)C(c2nc3ccccc3s2)=C1N (centres undefined)	-23	-7	.	.	18	.	.	-5
CCc1ccc(OCC(=O)Nc2ccncc2)cc1	0	0	-6	-2	18	-23	-2	-4
Brc1ccc(-c2ccc3c(n2)CCCN3Cc2ccccn2)cc1	.	.	-103	-3	-125	.	-7	-3
C[C@H]1CN([C@@H](C)CO)C(=O)c2cccc(NC(=O)C3CCCCC3)c2O[C@@H]1CN(C)S(=O)(=O)c1ccccc1	-1	15	6	3	1	-10	0	.
CN1C=CC=C/C1=C1\SC(=S)N(Cc2ccccc2)C1=O	9	.	-14	2	9	12	4	8
NC(=O)C1CCN(C2=C(NS(=O)(=O)c3ccc(Cl)cc3)C(=O)c3ccccc3C2=O)CC1	.	.	-1	4	13	9	4	0
COc1ccc(Cn2cc(CN3CC(N4CCN(C5CCN(C)CC5)CC4)CS3(=O)=O)nn2)cc1 (centres undefined)	.	.	2	.	-2	-24	-1	3
CC=Cc1ccc2n(c1=O)C[C@H]1[C@H](CO)[C@@H](C(=O)N(C)C)N(Cc3cccc(F)c3)[C@@H]21 (mixture of isomers)	.	0	-1	-3	.	-25	5	.
CC(=O)Nc1ccc(Nc2nc(C)c([N+](=O)[O-])c(N(C)c3ccccc3)n2)cc1	.	.	23	4	-3	33	-13	1
O=C(N/N=C/c1ccc(C(F)(F)F)cc1)c1ccncc1	.	-4	-17	0	5	-10	0	-6
O=C(c1ccccn1)N1CC2(C1)[C@H](c1ccccc1)[C@@H](CO)N2Cc1cccnc1	15	.	-1	-1	.	-25	24	.
CCCc1cc(=O)[nH]c(-n2[nH]c3c(c2=O)CCCC3)n1	8	-3	.	.	7	.	.	8
O=C(CN(Cc1cccs1)C(=O)CNS(=O)(=O)c1ccccc1)NC1CCCC1	.	.	-1	0	2	22	-3	13
CC1Cc2cc(/C=C3/SC(=S)N(C)C3=O)ccc2O1 (centres undefined)	4	-3	-140	.	11	-42	-9	-7
CC(C)CC(NC(=O)c1ccccc1)C(=O)OCC(=O)Nc1ccc(Br)cn1 (centres undefined)	-2	-5	.	.	.	-20	.	-1
CCCN(CC(=O)Nc1cc(Cl)ccc1Cl)C(=O)c1ccc2n[nH]nc2c1	-6	-3	-2	2	-7	-25	-3	11
Cc1ccc(-c2cc(-c3ccccc3)no2)cc1	-7	2	59*	-1	-24	57*	-8	-2
C[C@H](CO)N1C[C@H](C)[C@H](CN(C)C(=O)NC2CCCCC2)Oc2ccc(NC(=O)Nc3ccc(F)cc3)cc2C1=O	-4	0	1	3	11	2	-6	.
O=C(C1CCCN(S(=O)(=O)c2ccc(F)cc2)C1)N1CCOCC1 (centres undefined)	-17	-1	-96	3	-140	-72	9	-4
CC(C)c1cc(C(=O)N/N=C/c2ccoc2)c(O)c(C(C)C)c1	1	1	.	3	-12	3	-18	-7
Cn1nccc1C(=O)N1CCN(c2ccccc2F)CC1	4	-6	-3	-1	-5	18	1	.
Cc1cc(C(=O)COC(=O)C2COc3ccccc3O2)c(C)n1CC1CCCO1 (centres undefined)	-10	-9	.	.	0	.	.	2

# Other compounds follow:
SMILES	PGC1a acetyl inh	PglD DTNB	EWS-Fli inh	ERAP1 HTS inh	PAX8 reporter	LGR2 antag	S100A4 inh HTS	FN deposition inh
CC(C)CC(NC(=O)C1CCC(C)CC1)C(=O)N1CCN(c2ccccn2)CC1 (centres undefined)	1	-6	3	-3	-82	2	2	1
COc1ccc(/C=N/NC(=O)Nc2cccc3nsnc23)cc1	.	2	-30	-2	-17	-2	-5	1
CCOC(=O)N(C)C[C@@H]1OCc2ccccc2-c2ccccc2C(=O)N([C@@H](C)CO)C[C@@H]1C	1	0	-11	1	.	0	-5	-3
CN(C)S(=O)(=O)c1ccc(NC(=O)CSc2n[nH]c(=O)n2C2CC2)cc1	4	6	-1	5	7	-1	-3	15
O=C(c1ccccc1F)N1C[C@@H]2[C@H](c3ccccc31)[C@@H](CO)N2C(=O)c1ccncc1	-2	2	-7	-4	-9	3	-3	0
COc1ccc(CNC(=O)O[C@H]2CN(C(=O)OC(C)C)N(C(=O)OC(C)C)[C@@H]3CN(S(=O)(=O)c4ccc(C)cc4)C[C@]23O)cc1OC	-12	-5	3	2	-10	-5	-3	-5
COC(=O)[C@]12CCCCC=C1N(CCc1ccc(OC)c(OC)c1)C(=O)[C@H](CC(=O)NCc1ccc(OC)c(OC)c1)C2	.	.	4	-3	5	-10	-4	17
O=C(OCc1ccccc1)c1ccc(NCc2cc(O)ccc2O)cc1	8	.	62*	-2	59	54*	-2	29
Cc1ccc(SCC(=O)OCC(=O)NCc2ccco2)cc1	-12	-7	2	-5	-3	8	1	12
CCc1cc(C(c2cccc(OC)c2)N2CCOCC2)c(NC(=O)c2ccccc2)s1 (centres undefined)	.	2	.	3	.	-13	-6	.
C[C@H](CO)N1C[C@H](C)[C@H](CN(C)C)Oc2ccc(NC(=O)CCCCCC(=O)Nc3ccccc3N)cc2C1=O	14	.	-9	2	-27	7	-7	-3

# Rewritten field by field: part of the list above
mol: CC1Cc2cc(/C=C3/SC(=S)N(C)C3=O)ccc2O1 (centres undefined)
  PGC1a acetyl inh: 4 | PglD DTNB: -3 | EWS-Fli inh: -140 | ERAP1 HTS inh: . | PAX8 reporter: 11 | LGR2 antag: -42 | S100A4 inh HTS: -9 | FN deposition inh: -7

mol: CC(C)CC(NC(=O)c1ccccc1)C(=O)OCC(=O)Nc1ccc(Br)cn1 (centres undefined)
  PGC1a acetyl inh: -2 | PglD DTNB: -5 | EWS-Fli inh: . | ERAP1 HTS inh: . | PAX8 reporter: . | LGR2 antag: -20 | S100A4 inh HTS: . | FN deposition inh: -1

mol: CCCN(CC(=O)Nc1cc(Cl)ccc1Cl)C(=O)c1ccc2n[nH]nc2c1
  PGC1a acetyl inh: -6 | PglD DTNB: -3 | EWS-Fli inh: -2 | ERAP1 HTS inh: 2 | PAX8 reporter: -7 | LGR2 antag: -25 | S100A4 inh HTS: -3 | FN deposition inh: 11

mol: Cc1ccc(-c2cc(-c3ccccc3)no2)cc1
  PGC1a acetyl inh: -7 | PglD DTNB: 2 | EWS-Fli inh: 59* | ERAP1 HTS inh: -1 | PAX8 reporter: -24 | LGR2 antag: 57* | S100A4 inh HTS: -8 | FN deposition inh: -2
